# Assay outcomes: PubChem, several laboratories
# GlmU inhibition: inhibition of mycobacterial GlmU enzyme – biochemical, glucosamine-1-phosphate acetyltransferase (AID 1376). M. tuberculosis GlmU acetyltransferase enzyme assay; higher % means a stronger effect. 220,000 tested, 0.25% active. inhibition, %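 (tested at 30 µM in the primary screen)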, or IC50 in µM where a hit was titrated; in the data active = inhibition above about 13%;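 note: 0% = complete reaction with vehicle and 100% = reaction without substrate; strong numbers were not always called active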
# RmlCD inh 1536: M. tuberculosis RmlC/RmlD coupled enzyme inhibitors, primary screen, biochemical, compound mixtures, 384-well, from 1536-well plates; dTDP-4-dehydrorhamnose reductase (Mycobacterium tuberculosis (strain ATCC 25618 / H37Rv)) …; RmlC+RmlD coupled enzyme assay, percent inhibition; primary screen in compound mixtures; inhibition, % at 3.6 µM; 160,000 tested, 0.03% active; AID 1533, 2009; in the data active = inhibition mostly above about 34%, no sharp cut-off; note: some results filed as inactive read as strong as hits
# Target sequence (P9WH09 whole entry, looked up): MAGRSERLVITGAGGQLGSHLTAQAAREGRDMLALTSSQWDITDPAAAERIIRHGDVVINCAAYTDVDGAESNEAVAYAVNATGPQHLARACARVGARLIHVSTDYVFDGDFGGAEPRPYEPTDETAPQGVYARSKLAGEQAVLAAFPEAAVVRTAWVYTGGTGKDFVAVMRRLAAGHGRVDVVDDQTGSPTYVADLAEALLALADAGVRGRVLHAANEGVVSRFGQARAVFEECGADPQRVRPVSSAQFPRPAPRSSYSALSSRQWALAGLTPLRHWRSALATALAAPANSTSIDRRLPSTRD
# Target sequence (P9WH11 whole entry, looked up): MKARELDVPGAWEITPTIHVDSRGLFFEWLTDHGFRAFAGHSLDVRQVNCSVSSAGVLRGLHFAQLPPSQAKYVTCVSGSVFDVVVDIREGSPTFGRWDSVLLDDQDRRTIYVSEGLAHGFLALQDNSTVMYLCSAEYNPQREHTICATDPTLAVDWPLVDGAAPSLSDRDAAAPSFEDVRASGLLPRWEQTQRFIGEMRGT
# Starred values were filed as active, the others as inactive; . = no result given. The list is partial; count on the stated rates, not on these rows.
SMILES	GlmU inhibition	RmlCD inh 1536
CCS(=O)(=O)N1CCN(Cc2ccc([N+](=O)[O-])cc2)CC1	2.8%	5
CSC1=C(C#N)C(c2ccccc2C)C(C#N)=C(N)N1 (stereo not drawn)	0.1%	.
COc1ccc(C2(C(=O)NCCN3CCOCC3)CCOCC2)cc1	0.5%	-8
Cc1ccc2nc(C)cc(C(=O)OCC(=O)c3ccc(Cl)c([N+](=O)[O-])c3)c2c1	.	103
COc1ccc(-c2ccc(CCC(=O)O)n2NC(=O)c2ccc(O)cc2)cc1	-2.2%	.
Cc1cccc(OCCC(=O)NCC(c2ccccc2)N(C)C)c1 (stereo not drawn)	3.6%	.
CCC(O)CNc1nc(-n2nc(C)cc2C)nc2sc3c(c12)CC(C)(C)OC3 (stereo not drawn)	.	-9
COCCNC(=O)Cn1cnc2c1c(=O)n(C)c(=O)n2C	-1.1%	-4
O=C(Nc1ccc2c(c1)OCCO2)C1CCN(C(=O)c2ccc(F)cc2)CC1	-3.9%	9
O=C(NNC(=S)Nc1ccc(Cl)cc1Cl)C1CC1	7.6%	4

# Brought forward from above: 5 entries, followed by the next part.
SMILES	GlmU inhibition	RmlCD inh 1536
Cc1cccc(OCCC(=O)NCC(c2ccccc2)N(C)C)c1 (stereo not drawn)	3.6%	.
CCC(O)CNc1nc(-n2nc(C)cc2C)nc2sc3c(c12)CC(C)(C)OC3 (stereo not drawn)	.	-9
COCCNC(=O)Cn1cnc2c1c(=O)n(C)c(=O)n2C	-1.1%	-4
O=C(Nc1ccc2c(c1)OCCO2)C1CCN(C(=O)c2ccc(F)cc2)CC1	-3.9%	9
O=C(NNC(=S)Nc1ccc(Cl)cc1Cl)C1CC1	7.6%	4
O=C(O)C(Cc1ccccc1-c1ccccc1)C(=O)O	-0.3%	12
CC1=C(C(=O)OC2CCCCC2)C(c2ccc(C)o2)C2=C(CC(C)(C)CC2=O)N1 (stereo not drawn)	-1.1%	.
O=C(O)/C=C\C(=O)Nc1ccc(N2CCN(c3ccc(Cl)cc3)CC2)cc1	-6.5%	-2
CN(C)c1cnn(-c2ccccc2)c(=O)c1Cl	0.8%	11
CCOc1ccc(/C=C2\SC(=S)N(CC(=O)N(CCO)C(C)(C)C)C2=O)cc1	-1.1%	.
Clc1ccc(OCCn2ccnc2)c2ccccc12	-2.2%	-3
COc1ccc(C[C@H]2CN3C(=NC[C@@H]3C)N2CCNC(=O)CCC2CCCCC2)cc1	-1.8%	.
Cn1cc(C(=O)NCc2ccc(F)cc2)cn1	1.0%	-7
Cc1ccc(-c2ccc(CCC(=O)O)n2NC(=O)c2ccc([N+](=O)[O-])cc2)cc1	-2.5%	-4
COc1cc2c(cc1OC)CN(CC(=O)NC(=O)NC(C)(C)C)CC2	2.3%	.

# The results go on:
SMILES	GlmU inhibition	RmlCD inh 1536
Cc1cc(N2CCCC(C(=O)Nc3cccc4ccccc34)C2)n2ncnc2n1 (stereo not drawn)	-6.6%	-11
Cc1sc2ncnc(N3CCC(C)CC3)c2c1C	-5.9%	.
CCCCC1=NN(C(=O)c2cocc2C)C(O)(C(F)(F)F)C1 (stereo not drawn)	1.5%	.
Fc1ccc(-c2nnc(CN3CCC(c4nc5ccccc5s4)CC3)o2)cc1	0.0%	9
O=C(NCc1ccc(F)cc1)C(Cc1ccccc1)n1cccc1 (stereo not drawn)	1.8%	16
C/C(=N\N=C(N)N)c1ccc(Cl)cc1Cl	-2.8%	-11
CCN(CC)C(=O)CSc1nnc(-c2ccccc2)c(-c2ccccc2)n1	2.3%	6
CCC(=O)NCCc1cc2ccc(C)c(C)c2[nH]c1=O	3.8%	0
Cc1nc(N)sc1C(=O)N/N=C/c1ccc([N+](=O)[O-])cc1	-0.5%	4
O=C(CSc1ncn[nH]1)Nc1cc(S(=O)(=O)N2CCCC2)ccc1Cl	-4.0%	4

# Next entries
SMILES	GlmU inhibition	RmlCD inh 1536
COc1ccc(-c2cc(C(=O)NCc3ccc(Cl)cc3)no2)cc1OC	4.3%	.
Cc1noc(/C=C/Nc2ccc(F)cc2F)c1[N+](=O)[O-]	-0.6%	4
Cc1ccc(CN2CCN(CC3CC4C=CC3C4)CC2)cc1 (stereo not drawn)	.	26
Cc1cc([N+](=O)[O-])ccc1NC(=O)C(C)[n+]1ccccc1 (stereo not drawn)	-0.1%	88
COc1cccc(/C=N/NC(=O)c2ccc(N(C)S(=O)(=O)c3ccccc3)cc2)c1OC	-2.7%	-9
CCOC(=O)C[n+]1c(C)sc2ccc(OC)cc21	0.8%	-13
O=C1CC(c2cccs2)CC2=C1C(c1ccccc1)n1ncnc1N2 (stereo not drawn)	0.2%	2
COc1ccc(CC(=O)OCc2cc3ccc(C)cc3[nH]c2=O)cc1	1.9%	-1
C=CCSc1nnc(-c2cccnc2)o1	3.4%	7
CCc1ccc(N2NC(=O)/C(=C/C=C/c3ccco3)C2=O)cc1	5.9%	-7

# New compounds follow:
SMILES	GlmU inhibition	RmlCD inh 1536
CCCCCCn1c(C)nc2c(c1=O)c1nc3ccccc3nc1n2/N=C/c1ccco1	1.7%	-11
O=C(CC(Nc1ccccc1)c1ccccc1)C1CC1 (stereo not drawn)	.	-6
Cc1ccc(NC(=O)Cn2cnc3sc(C(=O)NCCN(C)C)c(C)c3c2=O)cc1Cl	-6.8%	.
Cc1ccccc1NC(=O)C1(C)Cc2ccccc2C(=O)O1 (stereo not drawn)	4.1%	.
O=C(c1ccc2nc(-c3ccccc3)c(-c3ccccc3)nc2c1)N1CCCCC1	-0.8%	-4
CC(=O)Nc1nc(C)nc(-c2ccccc2OC(C)=O)n1	-1.9%	-3
Cc1ccc2c(c1)C=CC(C)(C)S2=O (stereo not drawn)	-3.8%	1
CCO[C@H]1OC(C(=O)NC2CC2)=C[C@@H](c2csc3ccccc23)[C@@H]1CCCO	3.8%	.
c1ccc(CSc2nnc3ccc(-c4ccncc4)nn23)nc1	-3.5%	5
Cc1nc(-c2ccc(S(=O)(=O)Oc3ccc(Cl)cc3Cl)s2)cs1	-0.5%	7

# The results go on.
SMILES	GlmU inhibition	RmlCD inh 1536
CC(C)NC(=O)N1CCN(c2ccncc2S(=O)(=O)N2CCOCC2)CC1	-0.9%	13
N#Cc1c(-c2ccco2)cc(-c2ccccn2)nc1N	0.0%	13
CC(=O)c1cc2c(cc1N/C(=N/S(=O)(=O)c1ccc(C)cc1)c1ccccc1)OCO2	1.8%	-14
CC(=O)c1c(Nc2ccc3c(c2)OCCO3)oc(C)cc1=O	-3.7%	5
Cn1c(=O)c2c(ncn2CC(=O)N/N=C/c2c[nH]c3ccccc23)n(C)c1=O	.	-5
CC(=Nc1ccc2c(c1)nc(CO)n2C)C1=C(O)CC(C)(C)CC1=O	-1.8%	-6
CC[n+]1c(-c2ccccc2)csc1Nc1c(C)n(C)n(-c2ccccc2)c1=O	2.8%	.
CC(C)S(=O)(=O)C/C(N)=N/OC(=O)c1cc(Cl)cc(Cl)c1	-2.0%	-1
CCC(=O)Nc1cccc(C(=O)c2ccc(C)c(C)c2)c1	-0.5%	17
CCN(N=O)[C@@H](Cc1ccccc1)CN(N=O)[C@@H](Cc1ccccc1)CN(C)N=O	-3.7%	.

# Other compounds.
SMILES	GlmU inhibition	RmlCD inh 1536
O=S1(=O)CCN2C(Cc3ccc(SC(F)F)cc3)=CSC2=N1	1.9%	.
S=C(NCc1ccc2[nH]c3c(c2c1)CCCC3)Nc1ccccc1Cl	-2.7%	.
CC(C)(C)NC(=O)C(c1cccs1)N(CC1CCCO1)C(=O)c1ccc(-c2ccccc2)[nH]1 (stereo not drawn)	1.0%	-10
COCCCNc1cc(C)nc2ccccc12	-5.9%	-4
CCOC(=O)Cn1c(=O)c2c(nc3n2CCS3)n(C)c1=O	2.5%	24
O=C(O)c1cnn(-c2nc(-c3cccc(F)c3)cs2)c1C(F)(F)F	-1.8%	9
O=C(O)c1ccc(Nc2nc3c(s2)CCCC3)cc1	-3.4%	-1
Cc1cccc(/C=N/n2c(C)cc(C)c(C#N)c2=O)c1	-2.5%	.
O=C(CN1CCN(c2ccccn2)CC1)N1c2ccccc2Sc2ccc(C(F)(F)F)cc21	4.3%	5
S=C1NCN(CCc2ccccc2)CN1	-7.4%	-9

# Next compounds follow.
SMILES	GlmU inhibition	RmlCD inh 1536
COc1cc2c(cc1OC)CN(c1nc(CN3CCOCC3)nc3sc4c(c13)CCCC4)CC2	-5.6%	.
CCN(CC)C(=O)Cn1c(=O)n(-c2ccccc2)c(=O)c2c3c(sc21)CCC3	-3.5%	20
S=C(Nc1ccc2nc(-c3ccccn3)c(-c3ccccn3)nc2c1)N1CCCCCC1	5.7%	10
CN(C)c1nc(N(C)C)nc(N(C#N)CN2C(=O)c3ccccc3C2=O)n1	-0.5%	-6
CCOC(=O)c1[nH]cnc1C(=O)Nc1ccccn1	0.4%	-5
Cc1cccc(NC(=O)c2c(C)nn(-c3ccccc3)c2Cl)c1	-4.8%	-9
Cc1cc(C(=O)NC(=S)Nc2ccccc2N2CCCC2)ccc1[N+](=O)[O-]	0.6%	-7
O=C1CC(c2cccc(Cl)c2)C(n2cncn2)C(=O)C1C1NCCc2ccccc21 (stereo not drawn)	0.6%	10
CCOc1ccc(-n2ccnc2SCC(=O)N2CCCc3ccccc32)cc1	-0.9%	21
COc1cc(/C=C2/N=C(C3CCCCC3)OC2=O)cc(OC)c1OC	-2.8%	-10

# The list goes on.
SMILES	GlmU inhibition	RmlCD inh 1536
N#C/C(=C/c1ccc(F)cc1)C(N)=S	-3.5%	5
O=C(NC(=S)NCc1ccccc1)c1ccccc1F	2.3%	12
CCn1nc(C)c(/C=N/NC(=O)c2c[nH]c3ccccc23)c1C	-9.4%	15
BrC(=C\c1ccccc1)/C=N/N1CCN(c2ccccn2)CC1	0.2%	-2
COc1ccc(Cl)cc1C(=O)NNC(=O)c1cccc([N+](=O)[O-])c1	0.6%	-9
CC(=O)N/N=C/C1=CCC2CC1C2(C)C (stereo not drawn)	-7.3%	6
CCOC(=O)NCc1ccc(S(=O)(=O)Nc2ccc(C)cc2)cc1	-3.4%	.
CCn1nc(C)c(CNCc2cn[nH]c2-c2cc3ccccc3o2)c1C	-4.5%	4
COc1ccc(NC2=CC(=O)CC(c3ccccc3)C2)c(OC)c1 (stereo not drawn)	3.3%	.
CCCCCC(=O)Nc1ccc(-c2csc(C)n2)cc1	-4.3%	-8

# An excerpt of the results above, as a working copy:
SMILES	GlmU inhibition	RmlCD inh 1536
CCS(=O)(=O)N1CCN(Cc2ccc([N+](=O)[O-])cc2)CC1	2.8%	5
CSC1=C(C#N)C(c2ccccc2C)C(C#N)=C(N)N1 (stereo not drawn)	0.1%	.
COc1ccc(C2(C(=O)NCCN3CCOCC3)CCOCC2)cc1	0.5%	-8
Cc1ccc2nc(C)cc(C(=O)OCC(=O)c3ccc(Cl)c([N+](=O)[O-])c3)c2c1	.	103
COc1ccc(-c2ccc(CCC(=O)O)n2NC(=O)c2ccc(O)cc2)cc1	-2.2%	.

# The list goes on:
SMILES	GlmU inhibition	RmlCD inh 1536
C#CCOC(=O)Nc1cccn(Cc2c(Cl)cccc2Cl)c1=O	1.1%	-3
Cc1cccc(COCC(Cc2ccccc2)N2CCN(C(=O)c3cccc(Cl)c3)CCC2=O)c1 (stereo not drawn)	-2.1%	.
O=C(O)/C=C/C(=O)Nc1ccc(F)cc1F	6.4%	.
Cc1c(C(=O)OCc2ccccc2)[nH]c2c1C(=O)CC(c1ccco1)C2 (stereo not drawn)	1.6%	-7
CCc1nc2n[nH]c(N)c2c2c1CSC(C)(C)C2	-1.3%	.
Cn1nnc2cc(C(=O)Nc3ccc(Cl)cc3)ccc21	6.1%	10
Cc1c(NC(=O)c2ccc3c(c2)OCO3)cccc1-c1nc2ccccc2s1	4.8%	7
CN(Cc1cccnc1)Cc1cn(Cc2ccccc2)nc1-c1ccc2c(c1)OCO2	0.1%	5
CCOc1ccc(N2C(=O)CC(N(Cc3ccco3)C(C)=O)C2=O)cc1 (stereo not drawn)	-0.4%	-1
O=C(COC(=O)c1ccc(NS(=O)(=O)c2cccs2)cc1O)NC1CCCCC1	-0.5%	1

# Further results.
SMILES	GlmU inhibition	RmlCD inh 1536
COCCNC(=S)N1CCN(C)CC1	1.0%	0
COc1cc(NC(=O)c2ccccc2)c(OC)cc1NC(C)=O	-0.8%	-9
Cc1cccc(N(C(=O)CNC(=O)c2ccco2)C(C(=O)NCC2CCCO2)c2ccccc2)c1 (stereo not drawn)	3.0%	-8
COc1ccc(/C=N/NC(=O)COc2ccc(Cl)cc2Cl)cc1Cn1nc(C)cc1C	-5.2%	5
Cc1ccc(Nc2nnc(SCc3ccccc3)s2)cc1	0.3%	.
CCOC(=O)/C(=N\Nc1ccccc1)P(=O)(c1ccccc1)c1ccccc1	13%	2
Cn1c(CSc2nc3ccc(Br)cc3[nH]2)nc2ccccc21	3.2%	.
CCCCOc1ccc(NC2=NC3(CCCC3)N=C(N)N2)cc1	-7.0%	-5
CCOC(=O)N1CCN(c2nc3ccccc3n3cnnc23)CC1	6.2%	-7
O=C(c1ccccc1)n1nnc2ccccc21	-2.7%	4

# Other compounds
SMILES	GlmU inhibition	RmlCD inh 1536
COc1cc(COCC(O)CN2CCc3ccccc3C2)cc(OC)c1OC (stereo not drawn)	7.7%	-1
Nc1nn(-c2ccccc2)c(N)c1N=Nc1ccccc1	-2.0%	0
CC1=C(C(=O)Nc2ccc(C)cc2)C(c2ccc(N(C)C)cc2)NC(=O)N1 (stereo not drawn)	-1.3%	.
CCN1C(=O)/C(=C\N2CCOCC2)SC1=S	5.3%	-8
Cc1nn(Cc2ccccc2)c(C)c1/C=N/NC(=O)c1cccnc1	0.0%	-9
O=C1CCCC(=NCc2ccco2)C1	4.2%	.
CCOc1cc(CNCCO)cc(Br)c1OCc1cccs1	-1.3%	.
